AMA1 RON2 block – AMA1-RON2 (P. falciparum) interaction inhibition; AlphaScreen AMA1-biotinylated RON2 peptide binding; 360,000 tested, 0.2% active; Potency, µM (series often up to 58.2 µM), without a hit: at the top dose activity change, negative = inhibition, usual class: inhibitors;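 further: potency means the concentration at half of the fitted maximal effect; 0% = vehicle wells and -100% = peptide control; nearly all actives have a fitted effect of over 45% in size; some results filed as inactive show a strong effect at the top dose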
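AMA1 (3D7) with his tag at 25 nM final met compounds first, then biotinylated RON2 peptide at 25 nM; detection used donor plus acceptor beads, 10 µg/mL apiece, read by AlphaScreen after 30 min at room temperature.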
LmPK inhibitor – inhibitors of Leishmania mexicana pyruvate kinase | Q27686 | purified LmPK, Kinase-Glo ATP luminescence, 1 h | Potency, µM (top dose mostly 57.5 µM), for the others: top-dose activity change, negative = inhibition, usual class: inhibitors | 290,000 tested, 0.37% active | AID 1721; further: potency means the concentration at half of the fitted maximal effect
Target sequence (Q27686 whole entry, looked up): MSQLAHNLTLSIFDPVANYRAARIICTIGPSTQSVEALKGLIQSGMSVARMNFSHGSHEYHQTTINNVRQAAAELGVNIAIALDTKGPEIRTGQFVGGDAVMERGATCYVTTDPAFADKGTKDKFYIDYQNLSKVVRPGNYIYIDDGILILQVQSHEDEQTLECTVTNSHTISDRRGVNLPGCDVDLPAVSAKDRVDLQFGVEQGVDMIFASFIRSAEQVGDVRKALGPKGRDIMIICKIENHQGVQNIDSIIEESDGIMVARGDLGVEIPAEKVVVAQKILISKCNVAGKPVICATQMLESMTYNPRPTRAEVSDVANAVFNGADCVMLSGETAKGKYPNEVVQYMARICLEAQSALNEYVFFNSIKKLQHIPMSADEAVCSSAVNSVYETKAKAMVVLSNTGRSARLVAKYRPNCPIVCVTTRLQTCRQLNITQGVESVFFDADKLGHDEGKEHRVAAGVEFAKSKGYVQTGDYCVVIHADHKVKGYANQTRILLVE
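Pyruvate kinase activity monitored as ATP production (luciferase luminescence). Conditions: 0.1 nM enzyme, 0.5 mM PEP, 0.1 mM ADP, 1 h, RT; normalized against uninhibited and no-enzyme wells.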
HCV inhibitor – blocks hepatitis C virus; AID 651820; Huh7.5.1 HCVcc-Cre infection, luciferase reporter, 44 h; Potency, µM (titrated, usually from 41.8 µM), without a hit: top-dose activity change, negative = inhibition, actives largely listed as inhibitors; 340,000 tested, 3.4% active; further: potency means the concentration at half of the fitted maximal effect
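HCVcc-Cre virus at an moi near 0.5 was added right after compound to cells cultured 4 h from seeding (1,000 cells/well). Luciferase activity was determined 44 h later, 15 min after substrate addition at RT.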
AmpC inh detg – blocks E. coli AmpC beta-lactamase in detergent assay | AmpC hydrolysis of nitrocefin, absorbance 480 nm, 0.01% Triton | Potency, µM (highest dose often 114 µM), inactives show at the top dose activity change, negative = inhibition, most hits filed as inhibitors | 370,000 tested, 0.041% active | AID 485294;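 further: potency means the concentration at half of the fitted maximal effect; 0% = no-compound wells and -100% = no-enzyme wells; nearly all actives have a fitted effect of over 25% in size; some results filed as inactive show a strong effect at the top dose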
Target sequence (P00811 whole entry, looked up): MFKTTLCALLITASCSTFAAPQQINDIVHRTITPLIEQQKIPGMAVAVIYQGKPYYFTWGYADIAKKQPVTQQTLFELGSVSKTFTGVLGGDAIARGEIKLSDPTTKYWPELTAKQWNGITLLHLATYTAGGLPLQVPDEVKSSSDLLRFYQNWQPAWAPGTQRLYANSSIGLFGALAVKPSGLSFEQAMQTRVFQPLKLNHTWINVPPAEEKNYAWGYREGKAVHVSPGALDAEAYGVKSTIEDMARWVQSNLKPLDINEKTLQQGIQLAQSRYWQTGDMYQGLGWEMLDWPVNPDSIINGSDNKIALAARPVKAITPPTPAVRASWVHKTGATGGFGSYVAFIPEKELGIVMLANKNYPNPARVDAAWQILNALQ
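20 mM phosphate pH 7.0 + 0.01% (detergent screen) or 0.0001% Triton X-100; 5.3 nM AmpC reagent; cpd preinc 15 min RT; nitrocefin (800 uM stock) to start; A480 q20 s × 4 min; Activity was normalised to no-enzyme and no-compound control wells.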
TbPYK inhibitor – inhibitors of Trypanosoma brucei pyruvate kinase; AID 624173; 410,000 tested, 0.12% active; Potency, µM (titrated, usually from 76.8 µM), inactives show at the highest dose activity, negative = inhibition, most hits filed as inhibitors; Q57TT1; TbPYK enzyme, Kinase-Glo Plus ATP luminescence, 45 min; further: potency means the concentration at half of the fitted maximal effect; nearly all actives have a fitted effect of over 50% in size
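In this concentration-response screen, enzyme-free wells defined baseline while DMSO plates tracked drift. Each reaction combined TbPYK, substrate, compound and 130 uM ADP for 45 min at room temperature. Kinase-Glo Plus luminescence gave the signal.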
AmpC no deterg – inhibitors of E. coli AmpC beta-lactamase without detergent | Potency, µM (series often up to 57.1 µM), for inactives: at the highest dose activity change, negative = inhibition, most hits filed as inhibitors | 330,000 tested, 0.52% active | AID 485341 | AmpC nitrocefin hydrolysis, absorbance 480 nm, 0.0001% Triton;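 further: potency means the concentration at half of the fitted maximal effect; plate controls were no compound for no effect and no enzyme for full effect; nearly all actives have a fitted effect of over 20% in size; some results filed as inactive show a strong effect at the top dose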
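AmpC (5.3 nM in the dispensed reagent) in 20 mM phosphate pH 7.0 with 0.01% (detergent screen) or 0.0001% Triton X-100 was preincubated with compounds for 15 min at room temperature. Nitrocefin was then added from an 800 uM solution, and hydrolysis was followed at 480 nm.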
HCMV inh – blocks human cytomegalovirus replication | HFF cells, HCMV-luciferase reporter, 72 h; stronger effect = lower value | activity change, negative = inhibition, % at 57.5 µM | 410,000 tested, 4.5% active; in the data active means activity change below about -60%; inconclusive means no clear call, values can overlap the other calls; inactive means above about -39%
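Inhibition of viral replication was scored as loss of reporter luminescence in HFFs infected with HCMV-luciferase (MOI 1 PFU/cell) for 72 h; compounds tested at 2 doses, normalized to buffer and Salinomycin controls.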
The depositor's hits bear a star; ? = inconclusive; . = not tested or not shown; & = joins results of further samples; [ ] = another dose, or the depositor's remark. Unless noted, the call rests on the fitted dose curve; in most records, active means well fitted curve in the direction sought with a large enough effect; inconclusive means small, poorly fitted or top-dose-only effect, or another doubt; inactive means no such curve, though single readings can be large; an effect the other way counts as inactive or inconclusive. Unless noted, on the % scale 0 is the no-effect control and ±100 the full control effect.

No.	structure	AMA1 RON2 block	LmPK inhibitor	HCV inhibitor	AmpC inh detg
1	O=C(NCc1ccc2c(c1)OCO2)c1ccc2c(c1)N(Cc1cccc(Cl)c1)C(=O)c1ccccc1S2=O (stereo not drawn)	.	.	.	5%
2	Cc1ccc(C)c(CN2C(=O)c3ccccc3Sc3ccc(C(=O)NC4CCCC4)cc32)c1	.	.	.	9%
3	CN(C)c1ccc(CNC(=O)c2cnc3sc(N4CCOCC4)nn3c2=O)cc1	.	.	.	-6%
4	COc1ccc(C2CCCCCN2C(=O)C2CCN(S(=O)(=O)c3ccc(C)cc3)CC2)cc1 (stereo not drawn)	3%	.	.	.
5	CCC(C)(O)c1[nH]c2ccc(C#N)cc2c1C (stereo not drawn)	10%	-6%	?	-15%
6	Cn1c(=N)n(CC(O)c2cccc3ccccc23)c2ccccc21 (stereo not drawn)	11%	13%	11µM*	-1%
7	CC(=O)OCc1cc2cc(C)ccc2[nH]c1=O	9%	-3%	14%	?
8	COC(=O)[C@H]1[C@@H](C)N(Cc2ccccc2)C(=O)N[C@H]1c1ccccc1	7%	-2%[11.5 µM]	17%	.
9	COCCCN=Cc1c(O)[nH]c(=S)[nH]c1=O	17%	3%	24%	6%
10	CN1C(C(=O)Nc2ccccn2)=C(O)c2ccccc2S1(=O)=O	-6%	-13%&12%	1%[8.37 µM]	-12%&-2%
11	CC(C)(C)S(=O)N1Cc2cc(C(=O)Nc3ccc(-c4ccccc4)cc3)nc(-c3cccc(-c4cc5ccccc5o4)c3)c2[C@@H]1CCO (stereo partly drawn)	6%	.	.	.
12	COc1ccccc1-c1c(C)nn2c(C(F)(F)F)cc(-c3ccccc3)nc12	.	.	.	23%
13	CN(C)CC(=O)c1c[nH]c2ccccc12	52%[activator]	2%	-9%	0%
14	CN(C)c1ccc(Cc2cc3c(O)ccc(O)c3cc(Cc3ccc(N(C)C)cc3)c2=O)cc1	11µM*	.	11µM*	.
15	CSc1ccccc1OCc1cc(C(=O)N(C)Cc2cnccn2)no1	2%	0%	-7%	2%

No.	TbPYK inhibitor	AmpC no deterg	HCMV inh
1	-4%	.	-21
2	-4%	.	?
3	-12%	.	-32
4	-1%	.	64
5	-7%	-12%	-16
6	7%	-4%	34
7	-2%	-5%	2
8	3%	.	6
9	-17%	-7%	-2
10	-18%	-21%&-18%	0
11	-1%	.	-8
12	2%	.	-10
13	2%	-18%	64
14	?	.	-11
15	4%	57%	27

Next section
No.	structure	AMA1 RON2 block	LmPK inhibitor	HCV inhibitor	AmpC inh detg
16	CCc1ccc2c(F)cccc2n1	8%	.	.	.
17	COC(=O)c1nn(-c2ccc(OC)cc2)c(=O)cc1NN	32%[activator]	-1%	5%	-7%
18	O=c1cc(CN2CCN(Cc3ccccc3)CC2)c2ccc(O)cc2o1	-3%	-13%	-4%	-1%
19	O=C(N/N=C/c1cc(Cl)cc([N+](=O)[O-])c1O)NC12CC3CC(CC(C3)C1)C2	21%	-2%	25%	-8%
20	O=C(NC1=NCCS1)C1Cc2ccccc2CN1C(=O)c1ccccc1 (stereo not drawn)	30%	9%	-5%	?
21	Clc1cccc(N2CCN(c3ncnc4c3nc3n4CCCC3)CC2)c1	.	.	.	6%
22	O=C1COC(c2ccccc2O)=NN1CCCl	19%	.	.	.
23	Cc1cc(NS(=O)(=O)c2ccc(NC(=S)NC(=O)c3ccc(Br)cc3)cc2)no1	47%[activator]	3%	-1%	3%
24	CN1CCC(N(C)C(=O)c2cc(=O)c3ccccc3o2)CC1	-2%	-5%	10%	7%
25	CCOc1ccc(NC(=O)CCNS(=O)(=O)c2ccc3c(c2)CCC(=O)N3)cc1	12%	-6%	10%	-9%
26	Cc1ccc(N(CC(=O)NC2CCCC2)C(=O)CCC(=O)Nc2ccccn2)cc1C	-17%	0%	-21%	0%
27	Cc1cccc(C(=O)NCCc2nc3ccccc3n2Cc2ccccc2Cl)c1	.	.	.	15%
28	O=C(NCCO)N1c2ccccc2Sc2ccccc21	-1%	1%	24%	4%
29	CCOc1ccccc1NC(=O)Cn1c(=O)nc(-c2ccccc2F)c2cc(Cl)ccc21	.	.	.	5%
30	Cc1ccc(NC(=S)NCc2ccc3c(c2)cc(C)n3C)c(C)c1	33%[activator]	-3%	?	-2%

No.	TbPYK inhibitor	AmpC no deterg	HCMV inh
16	2%	.	-5
17	0%	-35%	-2
18	-1%	-42%	-24
19	-9%	-26%	9
20	3%	4%	-5
21	-2%	.	53
22	-14%	.	-23
23	-10%	-36%	0
24	-3%	-21%	2
25	3%	-10%	-4
26	0%	0%	7
27	-3%	.	3
28	-9%	-4%	5
29	3%	.	29
30	-9%	-39%	-16

Retrieved by structure from the list above:
No.	structure	AMA1 RON2 block	LmPK inhibitor	HCV inhibitor	AmpC inh detg
22	O=C1COC(c2ccccc2O)=NN1CCCl	19%	.	.	.
29	CCOc1ccccc1NC(=O)Cn1c(=O)nc(-c2ccccc2F)c2cc(Cl)ccc21	.	.	.	5%

No.	TbPYK inhibitor	AmpC no deterg	HCMV inh
22	-14%	.	-23
29	3%	.	29

Continuation:
No.	structure	AMA1 RON2 block	LmPK inhibitor	HCV inhibitor	AmpC inh detg
31	CC(CCc1ccccn1)C(=O)c1ccccc1 (stereo not drawn)	27%	.	-6%	.
32	CCC(=O)Nc1ccc(NC(=O)CSc2nnc(-c3ccc(O)cc3)n2CC2CCCO2)cc1 (stereo not drawn)	0%	1%	-4%	-4%
33	CCN(CC)C(=O)CSc1nc2cccnc2n1-c1ccccc1OC	-7%	-2%	0%	?
34	O=S(=O)(c1ccc(S(=O)(=O)N2CCC3(CC2)OCCO3)cc1)N1CCCC1	13%	0%	6%	2%
35	O=C(O)CCCC(=O)N1CCCC1	6%	4%	0%	4%
36	CN(Cc1ccccc1)C(=O)c1ccc2sc([C@H]3C[C@H](O)[C@@H](CO)O3)nc2c1	6%	.	.	.
37	Cc1cc2c(cc(C(=O)OC(C(=O)NCc3ccco3)C(C)C)n2C)o1 (stereo not drawn)	-19%	3%	?	-8%
38	CCOc1ccc(OCC)c(-n2cnnn2)c1	.	.	.	2%
39	O=C1NC(=O)C(CCc2ccncc2)(CCc2ccccn2)C(=O)N1c1ccc(Br)cc1 (stereo not drawn)	?	-4%	-5%	-4%
40	CCSc1nc(C)cc(Oc2ccc(=O)n(C)n2)n1	7%	0%	6%	3%
41	CN(C)c1ccc(/C=N/NC(=O)c2cccc(C(=O)N/N=C/c3ccc(N(C)C)cc3)n2)cc1	20%	0%	-2%	1%
42	Cc1ccc(NC(=O)C(=O)NCC2CCCO2)cc1C (stereo not drawn)	8%	-4%	-13%	-6%
43	CCn1c(SCC(=O)Nc2cc(C)ccc2C)nc2c(c1=O)SC(C)C2 (stereo not drawn)	-3%	4%	-10%	?
44	COC(=O)c1sc2nc3c(cc2c1N)CCCC3	2%	-26%	-18%	-1%
45	Cn1c(=O)c(C(=O)Nc2cnccn2)c(O)c2ccccc21	.	4%	.	-16%

No.	TbPYK inhibitor	AmpC no deterg	HCMV inh
31	5%	.	14
32	2%	-15%	-16
33	1%	25%	5
34	0%	-8%	0
35	2%	-5%	5
36	-16%	.	1
37	-17%	19%	49
38	2%	.	-10
39	-2%	18%	-4
40	-4%	-19%	60
41	5%	-28%	-13
42	-7%	-13%	0
43	-3%	-5%	0
44	1%	-30%	-10
45	.	-13%	.

Arranged by heavy-atom count (smallest number first): part of the list above
No.	structure	AMA1 RON2 block	LmPK inhibitor	HCV inhibitor	AmpC inh detg
35	O=C(O)CCCC(=O)N1CCCC1	6%	4%	0%	4%
38	CCOc1ccc(OCC)c(-n2cnnn2)c1	.	.	.	2%
44	COC(=O)c1sc2nc3c(cc2c1N)CCCC3	2%	-26%	-18%	-1%
40	CCSc1nc(C)cc(Oc2ccc(=O)n(C)n2)n1	7%	0%	6%	3%
42	Cc1ccc(NC(=O)C(=O)NCC2CCCO2)cc1C (stereo not drawn)	8%	-4%	-13%	-6%
45	Cn1c(=O)c(C(=O)Nc2cnccn2)c(O)c2ccccc21	.	4%	.	-16%
33	CCN(CC)C(=O)CSc1nc2cccnc2n1-c1ccccc1OC	-7%	-2%	0%	?
34	O=S(=O)(c1ccc(S(=O)(=O)N2CCC3(CC2)OCCO3)cc1)N1CCCC1	13%	0%	6%	2%
36	CN(Cc1ccccc1)C(=O)c1ccc2sc([C@H]3C[C@H](O)[C@@H](CO)O3)nc2c1	6%	.	.	.
39	O=C1NC(=O)C(CCc2ccncc2)(CCc2ccccn2)C(=O)N1c1ccc(Br)cc1 (stereo not drawn)	?	-4%	-5%	-4%
32	CCC(=O)Nc1ccc(NC(=O)CSc2nnc(-c3ccc(O)cc3)n2CC2CCCO2)cc1 (stereo not drawn)	0%	1%	-4%	-4%

No.	TbPYK inhibitor	AmpC no deterg	HCMV inh
35	2%	-5%	5
38	2%	.	-10
44	1%	-30%	-10
40	-4%	-19%	60
42	-7%	-13%	0
45	.	-13%	.
33	1%	25%	5
34	0%	-8%	0
36	-16%	.	1
39	-2%	18%	-4
32	2%	-15%	-16

Later entries
No.	structure	AMA1 RON2 block	LmPK inhibitor	HCV inhibitor	AmpC inh detg
46	CC(=O)N1CCN(c2ccccc2NC(=O)COc2ccc(Cl)cc2Cl)CC1	-5%	3%	?	-20%
47	Cc1ccc2c(CC(=O)OCc3cc(=O)n4c(n3)sc3ccccc34)coc2c1	-18%	4%	-9%	0%
48	C=CCn1c(SCCN2CCCC2)nc2c([nH]c3ccccc32)c1=O	2%	-10%	-9%	9%
49	Oc1ccccc1C1=Nc2ccccc2N=C(c2ccco2)C1	-5%	-3%	-15%	-2%
50	COC(=O)c1[nH]c2ccccc2c1NC(=O)CN1CCN(c2cccc(OC)c2)C(C)C1 (stereo not drawn)	-28%	-5%	?	0%
51	CC(=O)N(C)C[C@H]1Oc2ncc(Br)cc2C(=O)N([C@H](C)CO)C[C@@H]1C	-1%	.	.	.
52	COc1ccc2c(c1)C(SCC(=O)NCCc1ccccc1)CC(C)(C)O2 (stereo not drawn)	0%	1%	-8%[8.37 µM]	-16%

No.	TbPYK inhibitor	AmpC no deterg	HCMV inh
46	4%	131%[activator]	3
47	4%	-31%	79
48	-8%	-40%	87
49	2%	-31%	?
50	-1%	42%	-103*
51	0%	.	22
52	2%	21%	-6

Screening data from PubChem BioAssay.
